# High-throughput results from PubChem BioAssay.
# AmpC no deterg: qHTS Inhibitors of AmpC Beta-Lactamase (assay without detergent); 330,000 compounds, 0.52% hits; AmpC nitrocefin hydrolysis, absorbance 480 nm, 0.0001% Triton; P00811; AID 485341, 2010; Potency, µM (top dose mostly 57.1 µM), for the others: top-dose activity change, negative = inhibition, most hits filed as inhibitors;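 also: potency is read from the fitted curve at half-maximal effect; plate controls were no compound for no effect and no enzyme for full effect; nearly all actives have a fitted effect of over 20% in size; some results filed as inactive show a strong effect at the top dose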
# Target sequence (P00811 whole entry, looked up): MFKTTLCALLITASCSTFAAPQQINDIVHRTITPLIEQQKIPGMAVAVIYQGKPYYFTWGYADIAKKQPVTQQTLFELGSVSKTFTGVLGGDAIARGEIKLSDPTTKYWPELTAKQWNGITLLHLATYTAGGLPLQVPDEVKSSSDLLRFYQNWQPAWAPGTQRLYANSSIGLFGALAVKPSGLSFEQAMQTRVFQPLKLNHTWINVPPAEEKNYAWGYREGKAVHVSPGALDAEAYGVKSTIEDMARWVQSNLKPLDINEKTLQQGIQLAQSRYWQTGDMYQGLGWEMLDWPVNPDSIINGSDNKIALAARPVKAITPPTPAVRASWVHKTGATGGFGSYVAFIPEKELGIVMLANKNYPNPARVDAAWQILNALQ
#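 AmpC (5.3 nM in the dispensed reagent) in 20 mM phosphate pH 7.0 with 0.01% (detergent screen) or 0.0001% Triton X-100 was preincubated with compounds for 15 min at room temperature. Nitrocefin was then added from an 800 uM solution, and hydrolysis was followed at 480 nm.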
# HCMV inh: qHTS Assay for inhibitors of the human cytomegalovirus (HCMV) | HFF cells, HCMV-luciferase reporter, 72 h; hits give low values | activity change, negative = inhibition, % at 57.5 µM | 410,000 compounds, 4.5% hits | AID 1259415, 2018; in the data active = activity change below about -60%; inconclusive = no clear call, values can overlap the other calls; inactive = above about -39%
#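 Screen run at 2 compound doses on HFFs infected with reporter HCMV, MOI 1 PFU/cell. Luciferase activity from cell lysates at 72 h post infection gave inhibition relative to buffer-only and Salinomycin wells.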
# HCV inhibitor: qHTS Assay for Inhibitors of Hepatitis C Virus (HCV) | Huh7.5.1 HCVcc-Cre infection, luciferase reporter, 44 h | Potency, µM (titrated, usually from 41.8 µM), for the others: at the highest dose activity change, negative = inhibition, most hits filed as inhibitors | 340,000 compounds, 3.4% hits | AID 651820, 2012; also: potency is read from the fitted curve at half-maximal effect
#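 Cells seeded at 1,000/well and cultured 4 h, then compounds added followed by HCVcc-Cre virus (~0.5 moi). After 44 h further culture, luciferase substrate was added, plates held 15 min at room temperature, and luminescence read for 15 sec.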
# FBPA Giardia inh: qHTS Assay for Inhibitors of Fructose-1,6-bisphosphate Aldolase from Giardia Lamblia | A8B2U2 | purified Giardia FBPA | Potency, µM (series often up to 59.6 µM), without a hit: top-dose activity, negative = inhibition, most hits filed as inhibitors | 290,000 compounds, 0.71% hits; also: potency is read from the fitted curve at half-maximal effect; nearly all actives have a fitted effect of over 55% in size
# Target sequence (A8B2U2 whole entry, looked up): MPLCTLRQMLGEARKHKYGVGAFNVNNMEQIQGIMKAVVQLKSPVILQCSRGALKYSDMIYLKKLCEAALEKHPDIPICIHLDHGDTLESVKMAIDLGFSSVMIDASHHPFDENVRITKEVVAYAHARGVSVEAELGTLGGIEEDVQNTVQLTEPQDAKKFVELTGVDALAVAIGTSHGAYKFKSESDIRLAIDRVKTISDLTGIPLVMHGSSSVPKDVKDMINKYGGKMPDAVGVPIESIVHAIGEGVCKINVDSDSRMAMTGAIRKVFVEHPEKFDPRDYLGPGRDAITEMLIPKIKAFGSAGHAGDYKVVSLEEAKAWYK
#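 Giardia FBPA (40 nM reagent) was preincubated 10 min at RT with compound (up to 57.5 uM final), then substrate plus GAPDH/TPI/NAD/arsenate coupling system with diaphorase/resazurin was added; resorufin fluorescence (525/598 nm) was read after 20 min.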
# Sm TGR block: qHTS Assay for the Inhibitors of Schistosoma Mansoni Peroxiredoxins; Schistosoma mansoni thioredoxin glutathione reductase (TGR), Q962Y6; purified TGR, DTNB reduction, TNB absorbance 405 nm; Potency, µM (titrated, usually from 114 µM), for the others: top-dose activity change, negative = inhibition, most hits filed as inhibitors; 360,000 compounds, 3% hits; AID 485364, 2010; also: potency is read from the fitted curve at half-maximal effect; nearly all actives have a fitted effect of over 60% in size
#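 First, TGR (20 nM dispensed) and NADPH were mixed with compound. Second, a 15 min room-temperature incubation followed. Third, further NADPH and then DTNB were added to start the reaction. Finally, TNB absorbance was monitored kinetically.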
# AmpC detergent: qHTS Inhibitors of AmpC Beta-Lactamase (assay with detergent). AID 485294, 2010. AmpC hydrolysis of nitrocefin, absorbance 480 nm, 0.01% Triton. 370,000 compounds, 0.041% hits. Potency, µM (highest dose often 114 µM), without a hit: at the top dose activity change, negative = inhibition, actives largely listed as inhibitors;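 also: potency is read from the fitted curve at half-maximal effect; 0% = no-compound wells and -100% = no-enzyme wells; nearly all actives have a fitted effect of over 25% in size; some results filed as inactive show a strong effect at the top dose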
#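 AmpC (5.3 nM in the dispensed reagent) in 20 mM phosphate pH 7.0 with 0.01% (detergent screen) or 0.0001% Triton X-100 was preincubated with compounds for 15 min at room temperature. Nitrocefin was then added from an 800 uM solution, and hydrolysis was followed at 480 nm.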
# * hit, by the source's call; ? = inconclusive; . = not tested or not shown; & = joins results of further samples; [ ] = remark or other dose. Unless noted, calls follow the shape of the dose curve; as a rule, active = well fitted curve in the direction sought with a large enough effect; inconclusive = small, poorly fitted or top-dose-only effect, or another doubt; inactive = no such curve, though single readings can be large; an effect the other way counts as inactive or inconclusive. Unless noted, % is scaled to controls: 0 for no effect and ±100 for the full control effect.
SMILES,AmpC no deterg,HCMV inh,HCV inhibitor,FBPA Giardia inh,Sm TGR block,AmpC detergent
O=C(CSc1ccc2ccccc2c1)Nc1ncccn1,-18%,68,25%,11%,1%,-1%
O=C(NCc1cccc(Cl)c1)C1CCN(c2nn3cc(-c4ccc(F)cc4)nc3s2)CC1,.,16,.,.,4%,3%
COc1c2ccoc2c(OC[C@@H](OC(C)=O)C(C)(C)O)c2oc(=O)ccc12,0%,47,8%,.,-2%,0%
COc1ccc(CNC(=O)COC(=O)CCCOc2ccc(Cl)cc2Cl)cc1,28%,-39,-10%,3%,5%,3%
O=C(/C=C/c1ccccc1)OCCCN=C1NS(=O)(=O)c2ccccc21,-30%,-11,-2%,-2%,.,-6%
N#CC1(NC(=O)CN2CCc3ccccc3C2)CCCC1,-7%,14,18%,2%,1%,1%
COc1ccc(CNC(=O)Cn2nc(C(F)(F)F)c(Br)c2C)cc1,-21%,-6,-16%,-1%,-7%,?
COc1ccc(OC)c(N(CC(=O)Nc2ccccc2)S(=O)(=O)c2ccccc2)c1,-29%,?,?,-5%,-4%,?
Cc1ccc(N(CC(=O)Nc2ccc(Br)c(C)c2)S(=O)(=O)c2cccs2)cc1,.,-16,.,.,8%,5%
Cc1ccc(-c2nn(-c3ccccc3)cc2C(=O)N2CCN(c3ccccn3)CC2)cc1,141%[activator],-6,11µM*,-3%,11%,9%
O=C1C2C(C(=O)N1/N=C/c1cc([N+](=O)[O-])ccc1O)C1C=CC2C12CC2 (stereo not drawn),-24%,74,14%,-4%,3%,0%
O=C(Cc1ccc(O)cc1)N/N=C/c1cccs1,-18%,32,4%,0%,0%,?
O=C(Cc1ccc2c(c1)CCCC2)Nc1ccc2ccccc2c1,-37%,52,-7%,-19%,-1%,-9%
Cc1ccc(-c2nnc(SCC(=O)NC(=O)Nc3ccc(C)cc3C)n2N)cc1,-20%,-2,-1%,0%,-4%,-5%
CCCNC(=O)C1CCN(c2nc(C)cc(C)n2)CC1,-6%,15,-14%,2%,47%[activator],0%
Cc1c(C(O)CN2CCN(Cc3ccc4c(c3)OCO4)CC2)c2ccccc2n1C (stereo not drawn),38%,-28,18µM*,-1%,28µM*,?
COc1ccc(S(=O)(=O)N2CCOCC2)cc1NC(=O)CCCOc1ccc(Cl)cc1C,45%,-25,?,.,-14%,4%
COc1ccc(Cl)cc1NC(=O)CCNC(=O)OCc1ccccc1,24%,-18,-13%,-1%,0%,-5%
COc1cc(C(=O)Nc2cc3c(cc2N2CCCCC2)n(C)c(=O)n3C)cc(OC)c1OC,134%[activator],-18,?,-5%,-9%,-4%
CC(C)(C)OC(=O)N[C@@H](COCc1ccccc1)C(=O)N[C@@H](CO)[C@H](O)[C@@H]1C[C@@H]1C(=O)NC1CC1,139%[activator],-31,40%[activator],12%,3%,?
O=C(COC(=O)c1ccc([N+](=O)[O-])cc1)NC1CCCC1,-6%,35,12%,1%,7%,-5%
Cc1cc(C)c(S(=O)(=O)c2ccccc2)c(OC(=O)c2c(F)cccc2Cl)n1,-3%,26,17%,?,-3%,4%
COc1ccc(CCNC(=O)c2c[nH]c3ccc(F)cc3c2=O)cc1OC,64%[activator],14,-11%,12%,-8%,-3%
O=C(NC(Cc1ccccc1)C(=O)OCC(=O)N1CCc2ccccc21)c1ccco1 (stereo not drawn),6%,-8,8%,8%,-19%,1%
CCN(CC(=O)Nc1ccc(C(C)=O)cc1)CC(=O)Nc1ccc2c(c1)OCCO2,-21%,50,-2%,.,.,.

# 2 compounds from above with just HCMV inh and HCV inhibitor.
mol | HCMV inh | HCV inhibitor
CC(C)(C)OC(=O)N[C@@H](COCc1ccccc1)C(=O)N[C@@H](CO)[C@H](O)[C@@H]1C[C@@H]1C(=O)NC1CC1 | -31 | 40%[activator]
O=C(COC(=O)c1ccc([N+](=O)[O-])cc1)NC1CCCC1 | 35 | 12%

# (more compounds)
SMILES,AmpC no deterg,HCMV inh,HCV inhibitor,FBPA Giardia inh,Sm TGR block,AmpC detergent
COc1ccc2nc(NC(=O)CNS(=O)(=O)c3cccs3)sc2c1,?,39,0%,4%,-6%,-5%
CCN(CC)c1nc(-c2nn[nH]n2)nc(N(CC)CC)n1,-17%,-38,0%,?,3%,2%
CCN(CC)c1ccc(/C=N/NC(=O)c2cccc(S(=O)(=O)N3CCOCC3)c2)cc1,38%,47,10µM*,-4%,5%,-1%
NS(=O)(=O)c1ccc(CCNC(=O)CN2CCN(c3cccc(Cl)c3)CC2)cc1,0%,-89*,?,0%,-1%,-7%
CS(=O)(=O)c1ccc2nc(NC(=O)Cc3ccccc3)sc2c1,-27%,30,-12%,5%,32%,7%
O=C(NC1CCCCC1)C(c1ccc(F)cc1)N(C(=O)c1cccs1)c1ccc2c(c1)OCO2 (stereo not drawn),-3%,-1,6%,3%,-3%,-5%
CCCN1CCN(CCNC(=O)Nc2cc(OC)cc(OC)c2)CC1,.,11,.,.,-1%,4%
Cc1cc(-c2nc3ncccc3o2)ccc1NC(=O)COc1cc(C)c(Cl)c(C)c1,.,2,.,.,-1%,-1%
Cc1cccc2sc(NC(=O)c3cc(S(=O)(=O)N(C)C)ccc3N3CCCC3)nc12,7%,22,-9%,-2%,8%,1%
CCOC(=O)c1cc(-c2cccc(C(F)(F)F)c2)nc2nc(SC)[nH]c(=O)c12,-31%,24,-8%,-13%,2%,?
N#Cc1cccc(NCC(=O)Nc2ccc3c(c2)OCCO3)c1,-16%,292,-11%,6%,1%,0%
CC(C)C(C)NC(=O)COc1ccc(OCc2ccccc2)cc1 (stereo not drawn),13%,?,0%,2%,-24%,2%
COc1cc(C(=O)NCc2ccc3c(c2)OCO3)c([N+](=O)[O-])cc1OC,-10%,30,8%,3%,1%,1%
CCOCCCN(C(=O)Cn1nnc(-c2ccc(C)o2)n1)C(C(=O)NC1CCCC1)c1ccco1 (stereo not drawn),57%,-29,-8%,-3%,1%,?
CC1(C)CC(=O)C/C(=N\NC(=S)NCc2ccccc2)C1,-30%[11.4 µM],-23,-5%,5%,0%,-10%
COc1ccc(N2CCN(C(CNC(=O)C(=O)NCCCN(C)C)c3cccnc3)CC2)cc1 (stereo not drawn),.,7,.,.,4%,3%
CC(C)(C)c1ccc(NC(=O)C2=CC=CN3CCS(=O)(=O)N=C23)cc1,20%,31,-8%,.,-7%,5%
NC(=O)c1ccc(NC(=O)COc2ccc(-n3cnnn3)cc2)cc1,-4%,-2,19%,.,-18%,?
N#Cc1ccc(OCC(=O)NNC(=S)NC2CCCCC2)cc1,-20%,9,4%,.,2%,4%
CCOC(=O)C1CCCN(C(=O)COC(=O)c2cc(=O)c3ccccc3o2)C1 (stereo not drawn),-8%,-4,12%,0%,0%,-5%
CN(C)S(=O)(=O)c1ccc2c(c1)nnn2CCNC(=O)Nc1ccc(Br)cc1,.,0,.,.,2%,15%
CCCn1c2ccccc2c2cnn(CC(=O)NCCCN3CCCCC3)c(=O)c21,31%,-24&3,-10%,.,-2%&10%,5%&10%
CCOc1ccc(C2c3c(oc4cc(C)c(C)cc4c3=O)C(=O)N2c2ccccn2)cc1 (stereo not drawn),.,8,.,.,6%,?
N#Cc1c(N2CCNCC2)nc(-c2ccco2)c2c1CCCC2,-16%,-5,?,2%,7%,9%
O=C(NCc1nnc(SCc2ccc(F)cc2)n1-c1ccc(F)cc1)C12CC3CC(CC(C3)C1)C2,96%[activator],17,?,1%,-4%,-11%
# (next part)
SMILES,AmpC no deterg,HCMV inh,HCV inhibitor,FBPA Giardia inh,Sm TGR block,AmpC detergent
Cc1c(C(=O)N(C)CCOc2ccccc2)oc2c(Cl)cccc12,81%[activator],?,-24%,.,-19%,?
Cc1n[nH]c(C)c1CCN,-3%,-26,22%,3%,-1%,-4%
Cc1ccc(CS(=O)(=O)c2nc3c(c(N(C)C)n2)CCCC3)cc1,-4%,-93*,16%,-24%,-2%,-5%
CCCN1CCN(c2ncnc3sc(C(=O)Nc4ccc(C(C)C)cc4)c(C)c23)CC1,.,-5,.,.,1%,10%
Cc1cccc(N2C(=O)N3[C@H]4c5ccccc5OC[C@@H]4[C@@H](c4ccccc4)[C@@]3(C)C2=O)c1,-12%,-7,13%,.,.,.
Cc1ccc(-n2c(-c3cccc(C)c3)nc3c(cnn3-c3ccccc3)c2=O)cc1,.,11,.,.,10%,3%
Cc1cc(C(=O)Nc2c(F)cc(F)cc2Br)c(C)o1,-18%,7,19%,0%,-38%,3%
Cc1ccc(O)c(C(=O)c2cnn(C(=O)COc3ccc(Cl)cc3)c2)c1,-37%,-61*,-1%,10%,-9%,-11%
Cc1ccc([N+](=O)[O-])cc1S(=O)(=O)Nc1ccc(C(=O)NCC2CCCO2)cc1 (stereo not drawn),0%,0,-4%,.,4%,9%
COc1ccc(C(=O)c2c(C)oc3cc([N+](=O)[O-])c(O)c([N+](=O)[O-])c23)cc1,-9%,-19,12%,-12%,-32%,2%
COc1ccc(C2(C)NC(=O)N(CC(=O)Nc3ccc(C)cc3Br)C2=O)cc1OC (stereo not drawn),33%,-5,-26%,11%,3%,?
COc1ccc(NC(=O)C2CCC(CNc3c(N4CCC(C)CC4)c(=O)c3=O)CC2)cc1OC (stereo not drawn),17%,0&26,4%&10%,-1%,-2%,?
O=C(O)CC(NC(=O)Cc1ccccc1)c1ccccc1 (stereo not drawn),-5%,72,11%,2%,-2%,8%
COc1ccc(CCN=CC2=C(O)CCCC2=O)cc1OC,-19%,-19,16%,2%,-3%,-11%
Cn1c(Cn2nnc3ccccc32)nnc1SCC(=O)c1ccc(F)cc1,-5%,25,4%,?,-26%,?
C=Cc1ccc(Cn2c(C)c(CNCCc3ccc(OCC)cc3)c(C(=O)O)c2C)cc1,.,-11,.,.,-13%,1%
CC(=O)Cc1c[nH]c2ccccc12,-4%,.,.,2%,-9%,-4%
COc1ccc(NS(=O)(=O)c2cc(NC(=O)CCSc3ccccc3)ccc2OC)cc1,-12%,-39,?,-5%,5%,-1%
CCOc1ncccc1C(=O)Nc1cc(S(=O)(=O)N2CCOCC2)ccc1N1CCCC1,104%[activator],?,-7%,0%,-8%,4%
O=C(Cc1coc2cc3c(cc12)CCC3)NC1CCCCCCC1,-16%,32,13%,15%,-22%,-1%

# A different layout for four compounds above:
# Order of values: AmpC no deterg | HCMV inh | HCV inhibitor | FBPA Giardia inh | Sm TGR block | AmpC detergent
- COc1ccc(CCNC(=O)c2c[nH]c3ccc(F)cc3c2=O)cc1OC
  64%[activator] | 14 | -11% | 12% | -8% | -3%
- O=C(NC(Cc1ccccc1)C(=O)OCC(=O)N1CCc2ccccc21)c1ccco1 (stereo not drawn)
  6% | -8 | 8% | 8% | -19% | 1%
- CCN(CC(=O)Nc1ccc(C(C)=O)cc1)CC(=O)Nc1ccc2c(c1)OCCO2
  -21% | 50 | -2% | . | . | .
- COc1ccc2nc(NC(=O)CNS(=O)(=O)c3cccs3)sc2c1
  ? | 39 | 0% | 4% | -6% | -5%
